Screens (PubChem BioAssay)
PLC-gamma1 inh – inhibitors of human phospholipase C gamma1; P19174; purified PLC-gamma1, fluorogenic substrate, fluorescence; inhibition, % at 12.2 µM; 0.84% of 370,000 active; AID 720700; in the data active means inhibition above about 9.5%
Tn6 DDE FP – inhibitors of Tn6 peptide binding to human fibrin DD(E) | P02675 | Fibrin DD(E) TRITC-Tn6 fluorescence polarization displacement | inhibition, % at 8.3 µM | 0.21% of 370,000 active | AID 720509;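 active means inhibition above a per-campaign cutoff: mean of compounds within control limits plus 3 SD, cut at about 15% in these data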;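 further: 0% = median of all compound wells on the plate and 100% = blocking peptide control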
PLC-beta3 inh – PLC-beta3 (human) inhibition, primary screen; 0.18% of 370,000 active; Purified PLC-beta3, fluorogenic substrate, fluorescence; Q01970; inhibition, % at 12.2 µM; AID 720704; in the data active means inhibition above about 11%;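 further: 0% = median of compound wells on plate and 100% = full blocker control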
Target sequence (Q01970 whole entry, looked up): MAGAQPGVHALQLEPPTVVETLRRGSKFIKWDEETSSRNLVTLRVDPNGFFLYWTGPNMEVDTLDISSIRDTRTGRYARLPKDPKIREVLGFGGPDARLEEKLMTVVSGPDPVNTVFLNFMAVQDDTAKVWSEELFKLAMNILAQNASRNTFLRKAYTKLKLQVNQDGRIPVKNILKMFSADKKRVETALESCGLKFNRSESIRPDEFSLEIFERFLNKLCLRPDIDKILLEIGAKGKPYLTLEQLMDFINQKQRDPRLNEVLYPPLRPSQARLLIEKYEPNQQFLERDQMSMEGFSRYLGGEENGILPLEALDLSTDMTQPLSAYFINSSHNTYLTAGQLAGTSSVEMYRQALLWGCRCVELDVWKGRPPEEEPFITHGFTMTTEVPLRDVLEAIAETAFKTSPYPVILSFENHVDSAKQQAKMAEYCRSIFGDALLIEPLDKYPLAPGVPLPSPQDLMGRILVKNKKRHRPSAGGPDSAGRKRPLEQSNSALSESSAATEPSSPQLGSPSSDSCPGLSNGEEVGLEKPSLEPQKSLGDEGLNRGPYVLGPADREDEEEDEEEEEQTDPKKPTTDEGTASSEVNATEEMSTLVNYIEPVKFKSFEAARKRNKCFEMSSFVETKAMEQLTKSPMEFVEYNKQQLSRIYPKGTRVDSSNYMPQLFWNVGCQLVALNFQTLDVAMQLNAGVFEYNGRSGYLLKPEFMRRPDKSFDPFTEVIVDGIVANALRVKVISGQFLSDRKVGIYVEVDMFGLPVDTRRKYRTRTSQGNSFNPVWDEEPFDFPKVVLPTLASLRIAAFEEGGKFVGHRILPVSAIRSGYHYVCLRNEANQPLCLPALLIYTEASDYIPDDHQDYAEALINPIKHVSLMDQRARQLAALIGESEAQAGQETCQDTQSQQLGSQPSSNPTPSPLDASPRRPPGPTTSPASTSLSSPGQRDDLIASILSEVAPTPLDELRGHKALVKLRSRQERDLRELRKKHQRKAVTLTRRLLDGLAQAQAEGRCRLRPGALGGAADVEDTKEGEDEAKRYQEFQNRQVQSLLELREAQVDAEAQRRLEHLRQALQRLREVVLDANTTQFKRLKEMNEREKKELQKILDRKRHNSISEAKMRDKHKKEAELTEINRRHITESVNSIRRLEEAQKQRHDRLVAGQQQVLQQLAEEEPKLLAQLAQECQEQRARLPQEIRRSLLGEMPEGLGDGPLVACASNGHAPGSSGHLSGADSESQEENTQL
ADAM17 inh – inhibits human ADAM17; inhibition, % at 6.95 µM; 0.83% of 370,000 active; P78536; recombinant ADAM17, EDANS/DABCYL FRET peptide cleavage;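 active means inhibition above the mean of compounds lying between control limits plus 3 SD, set per campaign, cut at about 8.5% in these data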;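 further: 0% = DMSO-only wells as the low control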
MBD2 DNA inh – MBD2-methylated oligo binding inhibition. inhibition, % at 4.4 µM. TR-FRET, MBD2 binding to methylated oligonucleotide. Q9UBB5. 0.31% of 370,000 active; in the data active means inhibition above about 13%
ASAP1 inh – blocks human ASAP1-stimulated Arf1 GTP hydrolysis; Q9ULH1; GDP FP detection; 0.19% of 360,000 active; inhibition, % at 16.5 µM; AID 624377; in the data active means inhibition above about 25%;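 further: 0% = vehicle with enzyme and substrate and 100% = no enzyme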
ARFGAP1 inh – inhibits rat ARF GTPase activating protein 1; Arfgap1-stimulated ARF1 GTP hydrolysis, GDP FP detection; 0.26% of 360,000 active; inhibition, % at 16.5 µM; Q62848; AID 651572;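 active means inhibition above a per-plate limit, mean inhibition of low control wells plus 3 SD, cut at about 25% in these data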;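 further: 0% = DMSO wells with enzyme and 100% = wells lacking Arfgap1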
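material = rat Arfgap1 catalytic domain, aa 1-136 | also added = human ARF1(Δ1-17)-GTP substrate | compound dosing = one concentration, 16.5 µM, DMSO 1.26% | times = GTP hydrolysis reaction 2 h at 25 °C | measured by = FP, GDP Alexa 633 tracer displaced from anti-GDP antibody, 620/688 nm | evaluation = percent inhibition of Arfgap1-stimulated GTP hydrolysis | replication = single well per compound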
Tn7 DDE FP – inhibitors of Tn7 peptide binding to human fibrin DD(E); P02675; FP displacement of FITC-Tn7 peptide from fibrin DD(E); 0% = median of compound wells per plate; inhibition, % at 8.3 µM; 0.13% of 370,000 active; AID 720508;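 active means inhibition above the mean of compounds falling within the control limits plus 3 SD of them, cut at about 14% in these data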;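 further: 0% = plate median of compound wells and 100% = 10 µM Aha-Tn7 peptide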
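Also added: labelled Tn7 tracer, 0.1 µM; Assay system: human fibrin DD(E) protein; Amount: 2 µM fibrin DD(E); Schedule: 10 min compound pre-incubation, 3 h probe incubation at room temperature; Repeats: one replicate per compound; Read-out basis: percent inhibition; Measured by: fluorescence polarization of the labelled Tn7 tracer.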
KLK7 zymogen act – activates the human kallikrein-7 zymogen; purified proKLK7, EDANS-DABCYL substrate fluorescence; 100% is mature enzyme control, 0% vehicle; activation, % at 7 µM; 0.9% of 370,000 active; AID 652039;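 active means activation above the mean of all tested compounds plus 3 SD, computed per campaign excluding outliers beyond control limits, cut at about 13% in these data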
UHRF1 binding – human UHRF1 methylated DNA binding inhibitors; Q96T88; UHRF1 binding to methylated oligo, TR-FRET; inhibition, % at 4.4 µM; 0.75% of 370,000 active; AID 687016; in the data active means inhibition above about 21%;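 further: UHRF1 SRA domain binding a hemimethylated CpG hairpin DNA probe; 0% = median of test compound wells and 100% = reference inhibitor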
An asterisk follows results filed as active; i = inactive; x = no result given.

PLC-gamma1 inh	Tn6 DDE FP	PLC-beta3 inh	ADAM17 inh	MBD2 DNA inh	ASAP1 inh	ARFGAP1 inh	Tn7 DDE FP	KLK7 zymogen act	UHRF1 binding	Structure
0	1	-2	-3	5	12	0	5	-0.2	2	COCCn1cnnc1SCC(=O)Nc1cccc(S(=O)(=O)N(C)c2ccccc2)c1
0	1	-5	-2	7	-7	0	1	0.4	-1	COc1ccc(CCNC(=O)c2ccc(CNS(=O)(=O)c3ccc(C(C)(C)C)cc3)cc2)cc1OC
-7	4	-1	-1	4	3	-2	1	-0.3	0	CCOC(=O)c1c(-c2cccc([N+](=O)[O-])c2)cn2ccccc12
-1	-7	-4	0	3	-8	-7	5	0.6	2	Cn1c(C(F)(F)F)nc2c(=O)oc3ccccc3c21
-3	1	-3	-3	-1	-14	-12	1	0.5	-1	COCc1cc(N2CCN(C(=O)OC(C)(C)C)C[C@H]2C)ccc1N1CCS(=O)(=O)CC1
-423	-1	i	i	3	-5	3	-2	3.8	-7	COc1ccc(-c2cc(=NC(CC(C)C)C(=O)O)c3cc(C)ccc3o2)cc1 (configuration not stated)
-3	0	-10	1	1	6	11	-5	0.0	0	COc1ccc(-c2nn(-c3ccccc3)cc2C(=O)O)cc1N
-4	1	-4	-6	1	-6	3	7	-0.4	5	Cc1nc(CCNC(=O)CC2C(=O)NCCN2Cc2ccoc2)nc2c1CCCC2 (configuration not stated)
-1	-1	3	-2	2	3	-2	0	0.2	-3	CCc1ccc2nc(N)sc2c1
4	1	1	-6	2	11	7	1	-0.4	1	Cc1ccc(NC(=O)CCC(=O)NNC(=O)c2cccs2)c(C)c1
1	-5	1	-3	1	14	5	11	0.0	-1	C=CCOc1cccc(CNn2nnnc2N)c1
2	0	3	-4	0	4	-5	-2	0.4	2	CCOC(=O)N1CCC(N(CCOC)C(=O)Nc2ccc(C)c(C)c2)CC1
-2	0	0	-3	-1	5	-8	6	0.1	-1	O=C1NC2NC(=O)N(C(Cc3ccccc3)C(=O)O)C2N1 (configuration not stated)
3	5	-3	-3	-6	2	-3	0	-0.2	0	CC(C)C[C@H]1CN([C@@H](CC(C)C)CN2CCC[C@@H]2CN2C(=S)NC[C@@H]2Cc2ccc(O)cc2)C(=S)N1CCc1ccccc1
0	-9	1	-2	-3	-2	-12	-4	0.1	-1	CC(NC(=O)c1cc2c(=O)n(C)c3ccccc3c2n1C)c1ccc2c(c1)OCCO2 (configuration not stated)
1	-3	-3	0	-3	2	-14	-6	0.1	-3	COc1ccc(NC2CCCN(C(=O)CSc3ccccc3)C2)cc1 (configuration not stated)
4	10	-4	-2	-5	-3	1	1	-0.3	7	CC(C(=O)N1CCc2ccccc21)N1CCN(Cc2ccc(Cl)cc2)CC1 (configuration not stated)
3	7	-3	2	-1	-5	-2	1	-0.2	1	CN(C)/C=C(\C(=O)c1ccccc1)c1nnnn1-c1ccccc1
2	1	-4	-5	-7	9	-5	4	0.3	1	COc1ccc(S(=O)(=O)N2CCOCC2)cc1NC(=O)CN1C(=O)NC2(CCC(C)CC2)C1=O (configuration not stated)
1	2	2	-4	2	-4	4	2	-0.1	-1	CCC(C)NCCOc1ccc(C(C)(C)c2ccccc2)cc1 (configuration not stated)
0	1	-1	0	3	-7	-4	3	0.8	1	COc1cccc(NC(=O)N(C)C[C@@H]2Oc3ncc(Br)cc3C(=O)N([C@@H](C)CO)C[C@H]2C)c1
-29	-5	-26	-55	4	0	6	-1	-1.6	4	Cc1cccc(C(C)C)c1NC(=O)c1ccc(COc2ccc3c(C)cc(=O)oc3c2)cc1
0	-8	-10	-6	7	11	12	1	2.1	9	COc1ccc(NC(=O)c2cc(-c3cccs3)on2)cc1
-8	7	-20	-5	11	14	16	5	2.0	-16	O=C(CSc1nc2ncc(Cl)cc2[nH]1)c1c[nH]c2ccccc12
-3	0	-1	-4	0	-5	8	-5	-0.8	4	COc1ccc(C2=NN(CCC(=O)NCc3ccc4c(c3)OCO4)C(=O)CC2)cc1
1	3	4	1	-5	18	3	0	0.2	-1	CC(O)[C@H]1CC[C@H]2[C@@H]3CC[C@H]4C[C@H](O)CC[C@]4(C)[C@H]3[C@H](O)C[C@]12C (some centres not stated)
-1	2	-3	-5	5	-4	-7	5	-0.4	3	Cc1ccc(S(=O)(=O)C2(C(=O)Nc3cccnc3)CC2)cc1
1	-8	2	-2	-1	15	-2	4	0.0	-1	Cc1c(Cl)cccc1NC(=S)N(C)CCC#N
-1	3	-2	-1	-4	-12	-13	0	-0.6	0	COc1ccc(Cl)cc1S(=O)(=O)N1CCN(C(=O)COc2ccccc2)CC1
-5	0	-17	-2	0	17	10	-4	0.4	4	O=C(Nc1ccccc1Cl)c1ccc(-c2ccccn2)s1
0	4	1	-1	2	11	-8	-4	0.1	-1	CCC(=O)N1CCCc2cc(S(=O)(=O)N3CCN(c4ncccn4)CC3)ccc21
2	2	1	6	1	-13	1	1	0.5	0	Cc1cc(C(=O)CSc2ccc(F)cc2)cc(C)c1OC(=S)N(C)C
-3	4	-6	-1	-7	-9	-2	0	0.2	1	Cc1ccc(C(=O)N/N=C\c2cc3c(cc2Br)OCO3)cn1
2	3	1	-2	0	-4	-1	-1	-0.2	-2	O=c1[nH]cnc2[nH]ncc12
-1	0	-7	0	8	-18	-6	13	0.2	11	O=C(COC(=O)c1cccc(Cl)c1)NC1CCCCCCC1
3	1	0	-4	4	-3	7	-2	-0.4	5	CCCC(c1nnnn1Cc1ccc(F)cc1)N1CCN(CC)CC1 (configuration not stated)
-1	-2	-2	2	1	x	x	0	0.0	2	COc1ccc(S[C@]2(C(=O)N3CCN(c4ncccn4)CC3)CC(=O)N(P(=O)(OC)OC)[C@@H]2c2ccc(OC)cc2)cc1
-8	0	-22	5	-5	-11	17	2	-1.1	0	COC(=O)/C=C1/S/C(=N/NC(=O)c2ccccc2C)NC1=O
0	4	-4	-4	0	-2	-3	1	0.4	3	COc1ccccc1CCc1nnc(CCC(=O)NCC2CCCO2)o1 (configuration not stated)
0	7	-6	-2	-1	9	0	3	-0.5	-1	COc1ccc(N2CCN(C(=O)COC(=O)CCc3ccccc3OC)CC2)cc1
-1	-5	-2	-4	-7	1	-4	2	-0.1	9	Cc1ccc(NS(=O)(=O)c2cccc(C(=O)NN3CCOCC3)c2)cc1
-1	-6	-2	-2	-7	6	-8	5	0.1	-1	COc1cccc(-n2c(SCC(=O)Nc3nc4ccccc4s3)nc3ccccc3c2=O)c1
-3	6	-2	-8	5	3	6	-5	-0.6	1	COCCNC(=S)N1CCN(c2nc3ccccc3s2)CC1
0	9	-2	3	9	-12	-3	-6	-0.1	3	CCN(CC)c1ccc(NC(=O)c2ccc3c(c2)OCO3)c(C)c1
1	-4	-5	-3	2	1	1	12	0.1	4	COCCN(C(=O)c1ccc(C#N)cc1)c1c(N)n(Cc2ccccc2)c(=O)[nH]c1=O
-4	-1	-1	-4	2	-8	-4	0	0.3	3	O=C(O)c1ccc(CNCc2ccccc2Cl)cc1
1	-2	-5	0	0	-6	-3	-5	-0.2	4	CCCCC1CCC(C(=O)N(CC(C)C)c2c(N)n(CCCC)c(=O)[nH]c2=O)CC1 (configuration not stated)
-12	10	-6	1	3	5	-7	-4	0.0	3	COc1cccc(NC(=O)c2ccccc2NC(=O)c2ccncc2)c1
-1	4	-11	-9	5	5	-2	7	-0.9	1	Cc1ccc(C)c(OCC(=O)Nc2ccc(N3CCOCC3)cc2N2CCOCC2)c1
-2	0	-8	0	0	-4	-1	0	0.1	1	COc1ccc2c(c1)CCCN2S(=O)(=O)c1ccc(Cl)cc1
-17	3	-20	-5	-4	-1	13	1	0.2	-2	CC(=O)NC(c1cccc(F)c1)c1nc(-c2cnn(C)c2)cs1 (configuration not stated)
3	-5	3	-3	2	-13	9	0	0.3	1	Cc1ccccc1NC(=O)CSc1ccc(-c2ccc(-n3cccn3)cc2)nn1
6	5	-1	2	-1	4	-2	-10	0.0	2	CCc1cc2c(=O)[nH]c(Cc3ccc(OC)cc3)nc2s1
7	2	8	1	0	-9	4	4	0.0	-1	CCn1c(N)c(C(=O)NCCCOC)sc1=S
0	2	-5	-1	-2	-8	-9	-1	0.5	-1	COc1ccc(CNC(=O)CS(=O)Cc2nc(-c3ccc(C)cc3)oc2C)cc1 (configuration not stated)
2	4	1	-1	2	-1	0	7	0.3	0	CCc1cccc(CC)c1-n1c(SCn2nnc3ccccc3c2=O)nnc1-c1cccnc1

Some of the entries so far, tab-delimited.
structure	PLC-gamma1 inh	Tn6 DDE FP	PLC-beta3 inh	ADAM17 inh	MBD2 DNA inh	ASAP1 inh	ARFGAP1 inh	Tn7 DDE FP	KLK7 zymogen act	UHRF1 binding
CC(=O)NC(c1cccc(F)c1)c1nc(-c2cnn(C)c2)cs1 (configuration not stated)	-17	3	-20	-5	-4	-1	13	1	0.2	-2
Cc1ccccc1NC(=O)CSc1ccc(-c2ccc(-n3cccn3)cc2)nn1	3	-5	3	-3	2	-13	9	0	0.3	1
CCc1cc2c(=O)[nH]c(Cc3ccc(OC)cc3)nc2s1	6	5	-1	2	-1	4	-2	-10	0.0	2
